High-throughput results deposited in PubChem BioAssay by several laboratories.
CHRM4 agonist: human M4 muscarinic receptor agonists, primary screen, CHO-K1 cells, Fluo-8 calcium fluorescence; Muscarinic acetylcholine receptor M4 (Homo sapiens), P08173; CHO-K1 hM4/Gqi5; vehicle 0%, full acetylcholine response 100%; activation, % at 3 µM; 0.14% of 360,000 active;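 active means activation above the run mean over all test wells plus 3 SD, cut at about 32% in these data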;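 further: peak over basal fluorescence ratio per well then scaled between controls; 0% = DMSO wells and 100% = acetylcholine at EC100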
CHRM1 antagonist: human M1 muscarinic receptor antagonists, primary screen, CHO-K1 cells, Fluo-8 calcium fluorescence, 1536-well; inhibition, % at 3 µM; Muscarinic acetylcholine receptor M1 (Homo sapiens), P11229; 1.3% of 360,000 active; CHO-K1 hM1, ACh EC80 antagonist;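 active means percent inhibition above its own plate's cutoff, namely the mean of that plate's compound wells plus 3 SD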;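 further: peak over basal fluorescence ratio during 140 s after agonist addition; 0% = ACh EC80 plus DMSO and 100% = DMSO alone without agonist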
Target sequence (P11229 whole entry, looked up): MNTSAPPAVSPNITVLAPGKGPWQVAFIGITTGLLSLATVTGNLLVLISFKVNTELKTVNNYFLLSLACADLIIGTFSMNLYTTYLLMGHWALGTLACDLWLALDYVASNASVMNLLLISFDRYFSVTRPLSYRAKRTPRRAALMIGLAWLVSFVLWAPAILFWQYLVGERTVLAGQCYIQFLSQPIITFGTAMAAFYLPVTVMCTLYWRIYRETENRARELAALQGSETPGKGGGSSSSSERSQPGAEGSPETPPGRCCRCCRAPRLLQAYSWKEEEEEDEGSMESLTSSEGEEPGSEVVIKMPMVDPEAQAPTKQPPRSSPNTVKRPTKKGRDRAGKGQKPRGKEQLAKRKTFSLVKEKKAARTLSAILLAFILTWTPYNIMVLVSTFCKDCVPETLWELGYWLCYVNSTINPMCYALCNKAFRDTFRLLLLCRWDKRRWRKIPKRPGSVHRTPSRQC
M5 PAM: human M5 muscarinic receptor positive allosteric modulators, primary screen, CHO-K1 cells, Fluo-8 calcium fluorescence; AID 624038, 2012; CHO-K1 hM5, ACh EC20 PAM; 0% = ACh EC20, 100% = ACh EC100; activation, % at 3 µM; 0.3% of 360,000 active;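 active means activation above the run cutoff, the mean activation of all test compounds plus 3 SD, cut at about 18% in these data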
Target sequence (P08912 whole entry, looked up): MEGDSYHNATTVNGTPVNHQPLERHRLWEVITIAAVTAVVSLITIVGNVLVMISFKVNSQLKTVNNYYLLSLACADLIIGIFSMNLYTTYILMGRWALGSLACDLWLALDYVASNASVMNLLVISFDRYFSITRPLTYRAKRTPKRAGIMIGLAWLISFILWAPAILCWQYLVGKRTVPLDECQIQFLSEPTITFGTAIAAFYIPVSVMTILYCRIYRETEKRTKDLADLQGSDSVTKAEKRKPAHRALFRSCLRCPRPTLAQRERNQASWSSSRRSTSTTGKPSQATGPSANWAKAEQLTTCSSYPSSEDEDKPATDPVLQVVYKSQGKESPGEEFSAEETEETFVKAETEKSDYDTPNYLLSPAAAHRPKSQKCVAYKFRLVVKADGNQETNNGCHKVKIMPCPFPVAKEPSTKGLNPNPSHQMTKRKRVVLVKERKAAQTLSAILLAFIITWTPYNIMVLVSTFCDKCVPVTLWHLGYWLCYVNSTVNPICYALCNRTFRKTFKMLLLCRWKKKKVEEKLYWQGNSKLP
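system = human M5 receptor in CHO-K1 cells | reagent = EC20 acetylcholine as agonist stimulus | compound dosing = single-point, 3 µM nominal | incubation = Fluo-8 loading 80 min at 37 °C plus 30 min room temperature | detection = Fluo-8 calcium dye fluorescence, kinetic read | benchmarks = low control EC20 acetylcholine (0%), high control EC100 acetylcholine (100%)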
M4 antag: human M4 muscarinic receptor antagonists, primary screen, CHO cells, Fluo-8 calcium fluorescence. Muscarinic acetylcholine receptor M4 (Homo sapiens), P08173. AID 624125, 2012. inhibition, % at 3 µM. 0.73% of 360,000 active. CHO-hM4 cells, ACh EC80;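 active means inhibition above its plate's cutoff, the mean inhibition of sample wells plus 3 SD, cut at about 27% in these data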;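 further: 0% = acetylcholine EC80 with DMSO and 100% = DMSO without agonist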
CRFR2-BP ag: agonists of CRF-BP/CRF-R2 complex, primary screen, cell-based, HEK293, calcium dye fluorescence, uHTS; activation, % at 13.2 µM; CRF-binding protein / CRF receptor 2 complex (human); 0.46% of 350,000 active; AID 588473, 2011; calcium dye fluorescence (FLIPR); percent of saturating CRF peptide response;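 active means activation of at least 50%, plus an integration ratio under a set limit after plate pattern correction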;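 further: plate controls were neutral control wells without compound for no effect and CRF at EC100 for full effect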
M5 antag: human M5 muscarinic receptor antagonists, primary screen, CHO cells, Fluo-8 calcium fluorescence; inhibition, % at 3 µM; CHO-hM5 cells, ACh EC80; Muscarinic acetylcholine receptor M5 (Homo sapiens), P08912; AID 624040, 2012; 0.59% of 360,000 active;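 active means inhibition above a per-plate cutoff, the mean of that plate's test compounds plus 3 SD, cut at about 27% in these data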;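 further: 0% = acetylcholine EC80 with DMSO and 100% = DMSO without agonist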
M4 PAM: human M4 muscarinic receptor positive allosteric modulators, primary screen, CHO-K1 cells, Fluo-8 calcium fluorescence. 0.4% of 360,000 active. CHO-K1 hM4/Gqi5, ACh EC20; 0% = ACh EC20, 100% = maximal ACh. Muscarinic acetylcholine receptor M4 (Homo sapiens), P08173. activation, % at 3 µM;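 active means activation above its plate's cutoff, the mean activation of sample wells plus 3 SD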; further: some results filed as inactive read as strong as hits
M1 PAM: human M1 muscarinic receptor positive allosteric modulators, primary screen, CHO-K1 cells, Fluo-8 calcium fluorescence, 1536-well. Muscarinic acetylcholine receptor M1 (Homo sapiens), P11229. CHO-K1 hM1, ACh EC20; 0% = ACh EC20, 100% = maximal ACh. activation, % at 3 µM. 0.088% of 360,000 active; in the data active means activation above about 19%, passing the limit was not always enough
CHRM5 agonist: human M5 muscarinic receptor agonists, primary screen, CHO-K1 cells, Fluo-8 calcium fluorescence; 0.19% of 360,000 active; CHO-K1 hM5 cells; 0% DMSO wells, 100% maximal acetylcholine response; activation, % at 3 µM;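 active means activation above the run's mean over test compounds plus 3 SD, cut at about 23% in these data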;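 further: signal is peak over basal fluorescence ratio across the kinetic read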
* hit, by the source's call; x = not tested or not shown.

SMILES	CHRM4 agonist	CHRM1 antagonist	M5 PAM	M4 antag	CRFR2-BP ag	M5 antag	M4 PAM	M1 PAM	CHRM5 agonist
O=C(NCc1ccccn1)C1CCN(Cc2cccc(OCc3ccccc3)c2)CC1	0	5	1	-1	0.1	-12	-10	-1	-8
O=C(CCn1cccn1)N1CCCC(Nc2ccc(F)c(F)c2)C1 (centres undefined)	0	-1	-3	-7	2.4	7	2	2	-1
CCOC(=O)Cc1cc(=O)n(-c2nc3ccccc3s2)[nH]1	2	-11	9	9	0.1	6	1	10	0
COc1nc(N)nc(N2CCOCC2)n1	1	-7	-7	1	0.4	8	5	6	-1
CCOC(=O)CCC(=O)OCC(=O)NC(C)C1CC2CCC1C2 (centres undefined)	0	0	-4	-9	-1.0	-3	-4	1	-3
CC1CC(CC(C)C(=O)NC(=S)Nc2ccc(S(N)(=O)=O)cc2)C(=O)O1 (centres undefined)	0	-5	4	1	0.3	-2	4	14	-2
O=C(CCS(=O)(=O)c1ccc(Br)s1)NCc1ccc2c(c1)OCO2	1	6	1	16	-3.8	3	1	-6	0
Cc1ccc(S(=O)(=O)NCCC(=O)NC2CCCCCC2)cc1C	4	-10	-1	-24	-2.5	3	7	4	1
N#CCc1ccc(NC(=O)c2ccc(S(=O)(=O)N3CCOCC3)cc2)cc1	4	-6	2	-1	0.4	-3	-5	5	-2
Cc1ccc(OS(=O)(=O)c2ccccc2)c(/C=N/N=C2\NC(=O)C(C)S2)c1 (centres undefined)	-1	-13	-3	12	-0.3	5	-6	-3	-1
COc1ccc(NC(=O)CSc2nc3c(c(=O)n2-c2ccccc2)SCC3)c(OC)c1	1	-13	2	-12	-2.9	-5	7	7	-5
OCCNCc1cccc(OCc2ccccc2Cl)c1	5	-3	8	-5	-0.2	-1	0	6	1
CC1CCN(c2oc(-c3ccco3)nc2S(=O)(=O)c2ccccc2)CC1	1	-7	-5	-1	-4.3	6	-2	7	0
Cc1cc(OC(=O)c2cccs2)ccc1C(C)C	-1	-4	0	-1	2.9	-1	3	1	-3
O=C(C1CCN(Cc2ccc(F)cc2)CC1)N(CCO)Cc1ccccc1	1	-22	-2	-2	-0.1	3	2	12	-2
CCc1cc2c(=O)c(-c3nc4ccccc4n3C)coc2c(CN2CCCCC2C)c1O (centres undefined)	13	0	-7	1	-3.2	6	-8	1	1
COc1ccccc1CNC(=O)c1ccc(CS(=O)(=O)c2ccccc2C)o1	14	35	-9	8	2.8	10	-7	-17	5
O=C(NCC1COc2ccccc2O1)C1C2C=CC3(CN(Cc4cccs4)C(=O)C13)O2 (centres undefined)	2	-3	-1	-11	-2.0	0	-4	3	-3
COc1ccccc1-n1c(SCC(N)=O)nnc1-c1ccc(S(=O)(=O)N2CCCCC2)cc1	8	7	-4	14	62*	13	-6	-3	3
Cc1ccccc1Sc1ccc([N+](=O)[O-])cn1	-1	-3	5	-1	-7.0	5	0	3	-1
O=C(c1cccc(S(=O)(=O)N2CCN(c3ccc(F)cc3)CC2)c1)N1CCN(c2ccccc2O)CC1	2	-16	-3	-9	-1.5	5	6	13	1
CC(C)c1ccc(OCc2ccc(C(=O)N3CCN(c4ccccn4)CC3)cc2)cc1	3	5	-2	7	2.3	6	10	4	2
Cc1cc(Cl)ccc1OCCCC(=O)Nc1cccnc1	7	-11	-3	-5	2.9	-1	-1	-8	5
Cc1ccc(C2/C(=C(/O)c3ccc(Cl)cc3)C(=O)C(=O)N2CC2CCCO2)o1 (centres undefined)	1	-16	0	-1	-1.0	0	4	10	-1
CCOc1cc(S(=O)(=O)N2CCN(Cc3ccccc3)CC2)ccc1Br	-1	-2	-7	-3	2.0	-3	-9	-7	-8
COc1ccc(-c2ccc(CO)o2)cc1N	0	-8	6	-7	-0.5	0	8	13	2
N#Cc1c(-c2ccc3c(c2)OCO3)cc[nH]c1=O	0	-1	1	3	1.5	-3	-2	2	-3
O=C(Cn1c(NCCCO)nc2ccccc21)c1ccc([N+](=O)[O-])cc1	1	8	-10	-11	0.1	-5	1	-5	3
Cc1csc2nc(CNS(=O)(=O)c3ccc4c(c3)CCCC4)cn12	10	-10	-11	-25	-1.8	-4	-2	1	3
O=C(CCCc1nc2ccccc2s1)NNC(=O)CCN1CCN(Cc2ccccc2)CC1	1	13	1	-2	-3.3	3	-10	-8	-5
Cc1nc2cc(F)ccc2n1C1CCN(S(=O)(=O)c2ccccc2)CC1	8	0	-4	-3	0.1	0	-6	2	2
COC1=C/C(=C/c2c(N)n3nc(CC(=O)N4CCOCC4)sc3nc2=O)C=CC1=O	2	-5	-1	-34	9.4	-1	3	4	-3
CC(C)C(=O)N(Cc1ccc2c(c1)OCO2)Cc1ccccn1	1	0	-2	4	-2.8	-2	8	4	-6
COc1ccc(CCN2CC(C(=O)NCc3nc4ccccc4n3C)CCC2=O)cc1 (centres undefined)	1	-15	1	-19	-1.3	1	6	17	-3
CC(OC1=CC(=O)CCC1)C(=O)c1ccccc1 (centres undefined)	2	-10	-7	1	1.9	9	6	5	-2
Cc1ccc(Nc2ccccc2)nn1	0	-18	8	-9	-0.8	-7	3	14	4
COc1ccc(Cl)cc1S(=O)(=O)NC1CC(C)(C)NC(C)(C)C1	1	-5	5	-7	5.6	-19	11	6	-4
Cn1ncc2c(Nc3cccc4ccccc34)ncnc21	1	-2	44*	0	2.6	5	9	9	-4
CCOc1ccc(C(=O)Nc2ccc(N3CCN(C)CC3)cc2)cc1[N+](=O)[O-]	0	-1	-9	-1	-0.1	6	3	5	-8
COc1ccccc1CNC(=O)c1ccncc1	8	-13	-2	-11	-0.5	9	2	3	0
Cc1cc(C(=O)OCC(=O)N2c3ccccc3CC2C)c(C)o1 (centres undefined)	2	-5	-6	12	-1.0	1	-3	11	-1
Cc1ccc(S(=O)(=O)N(C)C)cc1NC(=O)C1CCCN(C(=O)c2ccc(Cl)cc2)C1 (centres undefined)	3	-10	2	-11	-1.4	-3	4	3	4
N#CCSc1nnc(-c2c[nH]c3ccccc23)o1	2	-4	-2	5	0.6	6	0	5	-1
COc1ccc2c(Cl)c(C(=O)N/N=C/c3cccnc3)sc2c1	8	7	-2	-9	-0.3	-1	0	2	-2
CCOc1ccc(-n2c(C)nc3cc(C(=O)NCc4ccco4)ccc32)cc1	1	-9	0	-2	-0.8	1	-3	0	-9
Nc1n[nH]c(N)c1N=Nc1cccc(F)c1	2	-14	-1	0	-0.5	-1	3	5	0
Fc1ccc(C2CCCN2Cc2nc(Cc3ccccc3)no2)cc1 (centres undefined)	-1	-12	-2	13	0.0	7	-7	11	1
C/C=C(\C)C(=O)Nc1cccc(C2=NOC3(C2)C[C@@H](C(N)=O)N(C(=O)c2ccccc2C(=O)c2ccccc2)C3)c1 (some centres undefined)	0	31	0	5	-2.5	2	4	-11	3
CC(C)Cc1ccc(S(=O)(=O)Nc2ccccn2)cc1	1	-10	2	1	-2.0	-4	7	7	-6
O=S(=O)(c1cccc(S(=O)(=O)N2CCOCC2)c1)N1CCCCC1	1	1	2	1	0.8	-4	-9	-4	0
Cc1cccc(C2CC(c3ccc(Cl)cc3)Nc3nc(N)nn32)c1 (centres undefined)	6	-5	2	-1	16	-3	3	8	8
CN1CCN(/N=C/c2ccc(N(c3ccccc3)c3ccccc3)cc2)CC1	-1	5	-18	6	-1.1	7	-2	-4	-11
Cc1nc(NCCc2ccc(Cl)cc2)c2nnn(Cc3ccccc3)c2n1	1	-1	-2	14	0.3	3	-6	1	1
CCNC(=O)C1(C)CCCN(Cc2noc(-c3c(C)noc3C)n2)C1 (centres undefined)	0	-7	-2	10	x	9	-6	-2	1
O=C(Nc1ccccc1F)c1cc(-c2ccco2)nc2ccccc12	8	3	-8	-10	-0.5	12	-5	-5	-2
CN(C)c1ccc(/C=N\NC(=O)c2cccc3cc[nH]c23)cc1	9	-4	-6	11	-4.8	8	-8	2	1
COCCCn1c(-c2ccc(Cl)cc2)n[nH]c1=S	0	-25	-2	7	-0.8	5	-1	1	-10
O=C(Nc1ccc(S(=O)(=O)NC2CCCCC2)cc1)c1ccco1	6	-27	-1	-7	-2.2	-3	0	12	1
O=C(NCC(=O)N(Cc1cccs1)C(C(=O)NC1CCCC1)c1ccco1)c1cccs1 (centres undefined)	11	12	-43	1	-0.5	7	-9	-8	-2
COc1ccc(CC(=O)OCC(=O)Nc2ccc(N3CCOCC3)cc2)cc1	0	-2	3	-2	-0.9	7	-4	3	3

Results in M5 antag (3 entries from above):
compound,M5 antag
CCOc1ccc(-n2c(C)nc3cc(C(=O)NCc4ccco4)ccc32)cc1,1
COc1ccc(CC(=O)OCC(=O)Nc2ccc(N3CCOCC3)cc2)cc1,7
O=C(NCC(=O)N(Cc1cccs1)C(C(=O)NC1CCCC1)c1ccco1)c1cccs1 (centres undefined),7

Further structures follow.
SMILES	CHRM4 agonist	CHRM1 antagonist	M5 PAM	M4 antag	CRFR2-BP ag	M5 antag	M4 PAM	M1 PAM	CHRM5 agonist
CC1(C)OC(=CC=Nc2ccc(Cl)cc2)OC1(C)C	0	3	3	-10	0.6	-4	-1	-3	-3
O=C(NC1CCCCC1)c1ccc2ccccc2c1	0	-17	-1	-3	-3.1	1	0	8	-3
NC(=O)c1cn(-c2ccccc2)nc1-c1cc2ccccc2oc1=O	1	-14	0	9	-1.5	-4	16	10	0
O=C(Cc1c(Cl)cccc1Cl)N/N=C/c1cccnc1	0	-2	0	5	1.3	-1	-6	-1	0
COc1cc2c(cc1OC)n(CC(=O)NC1CCCCCC1)n1c(C)cc(=O)nc21	0	-21	10	-1	-1.2	-13	10	14	-2
CCOC(=O)N1CCC(N2C(=O)c3ccccc3C2Nc2cc(C)cc(C)c2)CC1 (centres undefined)	1	-11	-4	-4	-1.7	1	-12	-2	3
COc1ccc(CN(C)C(=O)c2ccc(OCC(=O)N3CCOCC3)c(OC)c2)cc1	1	0	3	-6	-0.8	8	5	0	3
Cc1nc(C)c(C(=O)OC(C)C(=O)Nc2ccc(F)cc2)s1 (centres undefined)	1	-1	3	8	-0.3	6	-1	2	2
COc1ccc(Cl)cc1C(=O)N(Cc1nc(-c2cccc(C)c2)no1)C(C)C	3	-7	-4	-8	2.7	5	-5	10	-2
Cn1cc(Cc2ccc(C(=O)N3CCOCC3)cn2)c2ccccc21	3	-5	2	-15	x	1	2	2	-1
COc1ccc2cc3cc(C(=O)NCc4ccc5c(c4)OCO5)oc3nc2c1	5	-11	-1	-5	-0.1	-8	1	-1	-4

Rows are unselected; overall some 2.8% were active at least once.
